Bioassay records as filed in PubChem.
KCNQ1 inh = inhibitors of human KCNQ1 potassium channel; P51787; CHO-K1 KCNQ1, FluxOR thallium flux fluorescence; stronger effect = higher value; B-score at 10 µM; 310,000 tested, 1.3% active;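 active means compounds whose thallium flux B-score, printed positive for inhibition, exceeds three library SD while starting fluorescence stays within three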;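 further: channel opened by potassium depolarization with thallium stimulus after 20 min compound exposure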
KCNQ1 pot = potentiators or activators of human KCNQ1 potassium channel; 310,000 tested, 0.35% active; B-score at 10 µM; CHO-K1 KCNQ1, thallium flux FluxOR fluorescence; stronger effect = higher value; P51787;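 active means fluorescence ratio B-score, a plate-corrected score, at least three library SD, with initial intensity B-score within 5 SD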
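assay system = KCNQ1-transfected CHO-K1 cells | medium = assay buffer with matched DMSO | probe or stimulus = depolarizing K+/Tl+ stimulus, K2SO4 and Tl2SO4 each 12.5 mM in 5x stock | dosing = single dose | incubation = dye 90 min, compound 20 min, room temperature | detection = kinetic FluxOR fluorescence, 10 s baseline plus 110 s post-stimulus | evaluation = ratio B score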
RGS4 block = human RGS4 inhibition; P49798; HEK293 M3R/RGS4 inducible, Fluo-4 calcium flux; stronger effect = higher value; triggered by carbachol at its EC20; B-score at 10 µM; 310,000 tested, 0.45% active; AID 463165;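 active means B-score, a plate-corrected calcium signal, over three deviations above library mean, with baseline fluorescence within five deviations of library mean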;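 further: RGS4 expression induced by doxycycline in cells with stable M3 receptor; B-score is computed from the integrated fluorescence ratio over baseline after carbachol; higher B-score means a larger calcium signal and so more RGS4 inhibition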
TMEM16A act = activators or potentiators of mouse TMEM16A chloride channel; Q8BHY3; HEK293 TMEM16A/YFP-H148Q/I152L, iodide quench fluorescence; stronger effect = lower value; B-score at 10 µM; 340,000 tested, 0.3% active; AID 623877;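 active means fluorescence-ratio B-score plate-corrected deviation score at least 3 library SD below zero, with starting fluorescence score within 5 deviations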;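 further: channel opened by trigger with iodide after compound preincubation; score built on the fluorescence ratio of max minus min over baseline; more negative score means more quench and so TMEM16A activation or potentiation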
Target sequence (Q8BHY3 whole entry, looked up): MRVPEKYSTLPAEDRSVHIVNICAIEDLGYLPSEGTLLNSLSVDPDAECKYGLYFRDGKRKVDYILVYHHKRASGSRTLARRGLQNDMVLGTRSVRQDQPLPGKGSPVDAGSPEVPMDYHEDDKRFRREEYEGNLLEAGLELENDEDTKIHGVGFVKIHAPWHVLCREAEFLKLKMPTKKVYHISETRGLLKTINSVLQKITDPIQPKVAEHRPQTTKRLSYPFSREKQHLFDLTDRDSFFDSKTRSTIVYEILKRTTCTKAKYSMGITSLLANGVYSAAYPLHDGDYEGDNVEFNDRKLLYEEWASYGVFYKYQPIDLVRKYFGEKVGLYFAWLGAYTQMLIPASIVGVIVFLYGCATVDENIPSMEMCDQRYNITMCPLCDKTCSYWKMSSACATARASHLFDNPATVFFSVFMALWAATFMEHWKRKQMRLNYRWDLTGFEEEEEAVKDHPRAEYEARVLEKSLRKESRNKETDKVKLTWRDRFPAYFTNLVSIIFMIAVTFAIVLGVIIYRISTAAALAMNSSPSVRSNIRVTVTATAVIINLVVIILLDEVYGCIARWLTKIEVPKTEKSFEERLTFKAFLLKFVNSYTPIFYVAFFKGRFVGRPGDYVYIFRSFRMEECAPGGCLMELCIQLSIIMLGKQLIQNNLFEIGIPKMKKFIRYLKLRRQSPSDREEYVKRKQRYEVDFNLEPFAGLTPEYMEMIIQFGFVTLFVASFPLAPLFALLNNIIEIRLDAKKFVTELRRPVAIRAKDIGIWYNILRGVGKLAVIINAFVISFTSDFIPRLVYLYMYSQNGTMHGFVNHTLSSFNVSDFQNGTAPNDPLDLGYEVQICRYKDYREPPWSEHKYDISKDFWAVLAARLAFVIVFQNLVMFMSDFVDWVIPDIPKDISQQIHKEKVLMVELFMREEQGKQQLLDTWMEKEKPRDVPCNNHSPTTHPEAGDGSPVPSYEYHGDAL
KCNK3 block = human KCNK3 channel inhibition, primary screen; O14649; CHO-KCNK3 thallium flux, FluxOR fluorescence; stronger effect = lower value; B-score at 10 µM; 340,000 tested, 0.84% active; AID 602410;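 active means B-score under library mean minus 4 SD, starting fluorescence ratio at most library mean plus 5 SD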;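 further: more negative B-score means stronger inhibition of thallium flux through KCNK3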
MrgX1 allo act = human MrgX1 positive allosteric modulation, primary screen | Q96LB2 | MrgX1-HEK293, Fluo-4 calcium flux, FDSS; stronger effect = higher value | B-score at 10 µM | 310,000 tested, 0.63% active | AID 588675;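 active means plate-corrected calcium response at least 3 library SD above typical, normal starting fluorescence, not activating the receptor alone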;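 further: compound read alongside a low EC10 to EC30 dose of BAM8-22 agonist; peak minus trough fluorescence over baseline measured at the second addition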
KCNK9 inh = human KCNK9 channel inhibition. B-score at 10 µM. HEK293 KCNK9, FluxOR thallium flux fluorescence; stronger effect = lower value. AID 488922. 310,000 tested, 1.2% active. Q9NPC2;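 active means ratio B-score over 3 SD below the library mean, with starting fluorescence within 5 SD of its mean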;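 further: negative B-score means less thallium flux so channel inhibition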
RGS4 act = RGS4 potentiation or activation. HEK293 M3R/inducible RGS4, carbachol calcium flux Fluo4; stronger effect = lower value. B-score at 10 µM. 310,000 tested, 0.92% active;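 active means B-score of the integrated calcium signal more than 4 SD below the library mean, with starting fluorescence not abnormally high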;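 further: negative B-score means reduced calcium response which marks RGS4 activation or potentiation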
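Detection: kinetic calcium fluorescence imaging with Fluo4-AM dye, 2 µM / Material: HEK293 cells with stable M3R and inducible RGS4 / Schedule: recording 10 s baseline at 1 Hz, 100 s post-agonist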
TMEM16A inh = mouse TMEM16A channel inhibition, primary screen. Q8BHY3. HEK293 TMEM16A/YFP iodide influx fluorescence, ionomycin. normalized B-score (activity score, 25-100; higher = stronger inhibition) at 10 µM. 310,000 tested, 1.2% active. AID 588511;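 active means ratio plate-corrected score three or more library SD toward inhibition, starting fluorescence score within five deviations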;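 further: score derived from kinetic fluorescence span divided by baseline fluorescence per well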
hERG protect = hERG (human) protection from proarrhythmic block; Q12809; CHO-hERG, FluxOR thallium flux, dofetilide IC70 present; activation (rescue from dofetilide block), less the hit threshold, % at 10 µM; 310,000 tested, 0.51% active;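 active means activation above the mean of controls blocked by dofetilide plus 5 SD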;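 further: thallium influx through hERG after potassium depolarization seen as dye fluorescence rise; in these data hits start at about 4.7%; inactives centre near -7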
MrgX1 agonist = activates human MrgX1 receptor signaling; Q96LB2; MrgX1-HEK293 cells, Fluo-4 calcium fluorescence, agonist mode; stronger effect = higher value; B-score at 10 µM; 310,000 tested, 0.44% active; AID 588627;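 active means calcium response B-score plate-corrected fluorescence ratio at least 3 library SD, with starting fluorescence B-score inside 5 SD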
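Assay system: stable human MrgX1 HEK293 cell line. Quantity: 15,000 cells per well. Schedule: cells plated overnight, dye loaded 0.5 h 37 °C, 0.5 h room temperature. Detection: Fluo-4 NW calcium-flux fluorescence, kinetic read. Read-out basis: peak-minus-minimum fluorescence over baseline, converted to B scores. Control set: positive and negative control wells on each plate.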
* = called active by the depositor; i = inactive; . = no result given. Random draw from the library; overall some 6.3% were active at least once.

SMILES	KCNQ1 inh	KCNQ1 pot	RGS4 block	TMEM16A act	KCNK3 block	MrgX1 allo act	KCNK9 inh	RGS4 act	TMEM16A inh	hERG protect	MrgX1 agonist
Cc1[nH]nc2c1C(c1ccc(-c3ccc(Cl)cc3)o1)C(C#N)=C(N)O2 (stereo not drawn)	i	i	i	i	i	i	i	i	i	-4	34*
COc1ccccc1Nc1nc(-c2sc(NC(=O)CC(C)C)nc2C)cs1	i	i	i	i	i	i	i	i	i	-14	i
CCCn1nnnc1NC(=O)CSc1ccc(Cl)cc1	i	i	i	i	i	i	i	i	i	-2	i
CCCCNC(=O)CCn1nc(-c2ccc(Cl)cc2)c2ccccc2c1=O	i	i	i	i	i	i	i	i	i	-2	i
Cc1cc(C)c2ccc(/C=N/O)nc2c1O	i	i	i	i	i	i	i	i	i	-7	i
CSc1ccc(/C=N/N2CCN(c3ccccc3)CC2)cc1	i	i	i	i	i	i	i	i	i	0	i
CC(=O)Nc1ccc(S(=O)(=O)N2CCC(C(N)=O)(N3CCCCC3)CC2)cc1	i	i	i	i	i	i	i	i	i	-8	i
CCN1CCN(c2nc(N(C)c3ccccc3)nc(N)c2[N+](=O)[O-])CC1	i	i	i	i	i	i	i	i	i	-3	i
OC1(c2ccc(OC(F)F)cc2)CSC(=Nc2cccnc2)N1C1CC1 (stereo not drawn)	i	i	i	i	i	i	i	i	100*	-13	i
CC(C)c1ccc(NC(=O)N2CCCC2C(=O)Nc2ccc(-n3cnnn3)cc2)cc1 (stereo not drawn)	i	i	i	i	i	i	i	i	i	-3	i
COc1ccc(Cl)cc1C(=O)O/N=C(\N)c1ccncc1	i	i	i	i	i	i	i	i	i	-5	i
COc1ccccc1N1CCN(C(=O)C2CC2)CC1	i	i	i	i	i	i	i	i	i	-1	i
CC(=O)Nc1ccc(NS(=O)(=O)c2ccc(OC(C)C(=O)N3CCOCC3)cc2)cc1 (stereo not drawn)	i	i	i	i	i	i	i	i	i	-2	i
Cc1noc(-c2ccc(Cl)cc2)c1C(=O)O/N=C(\N)c1ccc(C(C)(C)C)cc1	i	i	i	i	i	i	i	i	i	-8	i
Cc1ccc(O)c(/C=N/NC(=O)Cc2ccc(Cl)cc2)c1	i	i	i	i	i	i	i	i	i	-5	i
COc1cc(/C=C/C(=O)OCC(=O)Nc2ccccc2Cl)cc(OC)c1OC	i	i	i	i	i	i	i	i	i	-4	i
COCCCN1C(=O)c2ccc(C(=O)NCCc3ccccc3)cc2C1=O	i	i	i	i	i	i	i	i	i	-8	i
CC(Oc1ccc(Cl)cc1Cl)c1nc(-c2ccc(NC(=O)c3ccccn3)cc2)no1 (stereo not drawn)	i	i	i	i	i	i	i	i	i	-13	i
CN(C[C@H](Cc1ccccc1)N(C[C@H](c1ccccc1)N(CCc1ccccc1)N=O)N=O)N=O	i	i	i	i	i	i	i	i	i	-7	i
COc1ccc(C(C)=O)cc1CSc1nc2ccccc2o1	i	i	i	i	i	i	i	i	i	-15	i
COc1ccc(CC(=O)NNC(=O)[C@@H]2CCCC[C@@H]2C(=O)O)cc1	i	i	i	i	i	i	i	i	i	-5	i
Cc1ccc(NC(=O)CCNS(=O)(=O)c2cccc3nonc23)cc1	i	i	i	i	i	i	i	i	i	-7	i
CCC(C)(C(=O)NC1CCCC1)N(Cc1cccs1)C(=O)c1ccccn1 (stereo not drawn)	i	i	i	i	i	i	i	i	i	1	i
CCOc1ccc(N2CC(O)=C(c3nc4ccccc4c(=O)[nH]3)C2=N)cc1	i	i	i	i	i	i	i	i	i	-3	i
COc1cccc(C(=O)N(c2ccc(C)cc2)C2C=CS(=O)(=O)C2)c1 (stereo not drawn)	i	i	i	i	i	i	i	i	i	-7	i
Cc1ccc(NC(=O)/C=C/c2cccs2)c([N+](=O)[O-])c1	i	i	i	i	i	i	i	i	i	-16	i
O=C(Nc1ccc(F)cc1)C1CCCN1S(=O)(=O)c1cccc2nsnc12 (stereo not drawn)	i	i	i	i	i	i	i	i	i	-15	i
CCOC(=O)c1c(NC(C)=O)sc2c(O)c(CN3CCN(CC)CC3)ccc12	i	i	i	i	i	i	i	i	i	-14	i
Fc1ccc(-c2ccc(-c3nn4c(-c5ccco5)nnc4s3)o2)cc1	i	i	i	i	i	i	i	i	i	3	i
O=C(Nc1ccccc1F)c1ccc(C(=O)c2ccccc2)cc1	i	i	i	i	i	i	i	i	i	-13	i

Of the compounds above, these have a furan ring, fused or not.
SMILES	KCNQ1 inh	KCNQ1 pot	RGS4 block	TMEM16A act	KCNK3 block	MrgX1 allo act	KCNK9 inh	RGS4 act	TMEM16A inh	hERG protect	MrgX1 agonist
Cc1[nH]nc2c1C(c1ccc(-c3ccc(Cl)cc3)o1)C(C#N)=C(N)O2 (stereo not drawn)	i	i	i	i	i	i	i	i	i	-4	34*
Fc1ccc(-c2ccc(-c3nn4c(-c5ccco5)nnc4s3)o2)cc1	i	i	i	i	i	i	i	i	i	3	i

Other entries follow:
SMILES	KCNQ1 inh	KCNQ1 pot	RGS4 block	TMEM16A act	KCNK3 block	MrgX1 allo act	KCNK9 inh	RGS4 act	TMEM16A inh	hERG protect	MrgX1 agonist
Cc1cc(C)n2nc(C(=O)OCC(=O)Nc3ccc4c(c3)OC(F)(F)O4)nc2n1	i	i	i	i	i	i	i	i	i	-8	i
COc1ccc(C(=O)NC(=S)NCc2cccnc2)cc1[N+](=O)[O-]	i	i	i	i	i	i	i	i	i	-1	i
COc1ccc2[nH]c(=O)c(CNc3ccc(C)cc3C)cc2c1	i	i	i	i	i	i	i	i	i	-21	i
C/C(CC(=O)Nc1ccc(C)c(Cl)c1)=N\NC(=O)c1ccccn1	i	i	i	i	i	i	i	i	i	-10	i
CCCc1c(C(=O)OCC)sc(N)c1C#N	i	i	i	i	i	i	i	i	i	-7	i
O=C(CN1CCN(c2ccc(O)cc2)CC1)Nc1cc(S(=O)(=O)N2CCCCC2)ccc1Cl	i	i	i	i	i	i	i	i	i	-11	i
CC(C(=O)OCC(=O)Nc1ccc2c(c1)OCO2)N1C(=O)c2ccccc2C1=O (stereo not drawn)	i	i	i	i	i	i	i	i	i	-2	i
CCOc1ccccc1NC(=O)CNS(=O)(=O)c1ccc2nc(C)sc2c1	i	i	i	i	i	i	i	i	i	-14	i
CCOC(=O)c1[nH]c2c(c1C)C(=O)CC(c1ccco1)C2 (stereo not drawn)	i	i	i	i	i	i	i	i	i	-11	i
CCc1cc(C(=O)Nc2ccc(S(=O)(=O)NC3=NCCCCC3)cc2)sc1C	i	i	i	i	i	i	i	i	i	-8	i
O=C1Nc2ccc(C(F)(F)F)cc2N2CCCC12 (stereo not drawn)	i	i	i	.	.	i	i	i	i	-9	i
COc1cc(C2NC(=O)NC(C)=C2C(=O)NCc2ccccc2)c(Cl)cc1O (stereo not drawn)	i	i	i	i	i	i	i	i	i	-8	i
CCOC(=O)OC(C)OC1=C(C(=O)Nc2ccccn2)N(C)S(=O)(=O)c2ccccc21 (stereo not drawn)	i	i	i	.	.	i	i	i	i	-8	i
O=C(Nc1ccc2c(c1)OCO2)c1sc2cc(Cl)ccc2c1Cl	i	i	i	i	i	i	i	i	i	-6	i
S=c1[nH]c2ccccc2c2ccccc12	i	7*	i	i	i	i	i	i	i	6.3*	i
NS(=O)(=O)c1ccc(NC(=O)COc2ncnc3c2cnn3-c2ccccc2)cc1	i	i	i	i	i	i	i	i	i	-4	i
c1ccc(CCc2nn3c(-c4ccncc4)nnc3s2)cc1	i	i	i	i	i	i	i	i	i	-3	i
CCOC(=O)c1oc2ccccc2c1NC(=O)c1cccc(OC)c1	i	i	i	i	i	i	i	i	i	-9	i
CN1CCN(c2ccc(CNS(=O)(=O)Cc3ccc(Cl)cc3)cc2)CC1	i	i	i	i	i	i	i	i	i	-7	i
O=C(CCCNC(=O)c1ccc(Cl)cc1)Nc1ccc(S(=O)(=O)Nc2ncccn2)cc1	i	i	i	i	i	i	i	i	i	-6	i
CCC(CC)c1nnc(NC(=O)c2ccc(N3CCCC3=O)cc2)s1	i	i	i	i	i	i	i	i	i	-5	i
CCOc1ccc(C(=O)Nc2cccc(NC(=O)c3cccs3)c2)cc1[N+](=O)[O-]	i	i	i	i	i	.	i	i	.	-8	.
Cc1ccccc1Nc1c(-c2cccnc2)nc2ccc(Br)cn12	i	i	i	i	i	i	i	i	i	-13	i
CCN1CCN(C(=O)c2ccc3c(=O)n(Cc4ccccc4OC)c(=S)[nH]c3c2)CC1	i	i	i	i	i	i	i	i	i	-11	i
CC(=O)N1c2ccc(S(=O)(=O)NCCC(=O)N(C)Cc3ccccc3)cc2CC1C (stereo not drawn)	i	i	i	i	i	i	i	i	i	-6	i
N/C(COc1ncn(-c2ccccc2)n1)=N\S(=O)(=O)c1ccc(Cl)cc1Cl	i	i	i	i	i	i	i	i	i	-6	i
O=C(c1ccc(Br)o1)N(Cc1ccccc1)c1ccccn1	i	i	i	i	i	i	i	i	i	-15	i
CC1CCC(NC(=O)COC(=O)C2CC3CCCC(C2)C3=O)CC1 (stereo not drawn)	i	i	i	i	i	i	i	i	i	-7	i
O=C(O)c1cccc(COc2ccccc2Cl)c1	i	i	i	i	i	i	i	i	i	-7	i
CCOC(=O)c1ccccc1NC(=O)c1cccnc1	i	i	i	i	i	i	i	i	i	-17	i
COc1ccc(N/C(C)=C2/C(=O)C(=O)N(CCO)C2c2ccc([N+](=O)[O-])cc2)cc1 (stereo not drawn)	i	i	i	i	i	i	i	i	i	-14	i
N#Cc1ccccc1Sc1ccccc1N	i	i	i	i	i	i	i	i	i	-10	i
CC1=C(C)/C(=N\OS(=O)(=O)c2ccccc2)C=CC1=O	i	i	i	i	i	i	i	i	i	-2	33*
O=C1C(=Nc2cccc(Cl)c2)CC(c2ccc(Cl)cc2)N1c1cccc(Cl)c1 (stereo not drawn)	i	i	i	i	i	i	i	i	i	-8	i
Cc1ccc(NC(=O)CCN2C(=O)c3ccccc3S2(=O)=O)cc1F	i	i	i	i	i	i	i	i	i	-3	i
